# Bioassay records: PubChem BioAssay, Sanford-Burnham Center for Chemical Genomics
# MIN6 prolif: inducers of MIN6 beta-cell proliferation, primary screen, ATP luminescence, uHTS; MIN6 cells proliferation, ATPlite luminescence, 48 h; cells starved in 0.2% serum; 100% = growth in 10% serum; proliferation, % at 10 µM; actives 0.29% (n = 330,000);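 active = compounds whose signal lies at least 3.5 SD above the mean of all wells on their plate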;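 note: 0% = DMSO-treated cells in low-serum medium and 100% = 10% serum control; some compounds called inactive have numbers as strong as hits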
# APOBEC3G inh: APOBEC3G DNA deaminase inhibitors, primary screen, biochemical, fluorescence, single-stranded DNA substrate, uHTS. DNA dC->dU-editing enzyme APOBEC-3G (Homo sapiens), Q9HC16. recombinant A3G, ssDNA deamination FAM/TAMRA fluorescence. inhibition, % at 20 µM. actives 0.28% (n = 330,000). AID 493012, 2011;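 active = inhibition of at least 40% at 20 µM, with no more than 30% in the related APOBEC3A deaminase screen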;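 note: plate controls were DMSO wells with A3G for no effect and wells lacking A3G enzyme for full effect; some compounds called inactive have numbers as strong as hits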
# Target sequence (Q9HC16 whole entry, looked up): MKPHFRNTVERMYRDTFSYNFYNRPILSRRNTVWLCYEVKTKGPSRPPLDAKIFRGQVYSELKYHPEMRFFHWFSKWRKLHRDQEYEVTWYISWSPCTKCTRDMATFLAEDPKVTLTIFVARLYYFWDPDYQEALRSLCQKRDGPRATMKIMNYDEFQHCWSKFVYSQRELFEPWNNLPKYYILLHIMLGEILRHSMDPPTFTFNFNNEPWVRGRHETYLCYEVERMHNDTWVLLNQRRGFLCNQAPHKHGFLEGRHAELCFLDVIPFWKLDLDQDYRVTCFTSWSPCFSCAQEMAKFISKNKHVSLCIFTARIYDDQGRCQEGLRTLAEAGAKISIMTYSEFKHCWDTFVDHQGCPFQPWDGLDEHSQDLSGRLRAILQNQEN
# mIAP block: inhibitors of mouse IAP, primary screen, biochemical, luminescence, uHTS; purified mouse IAP, CDP-Star luminescence, 30 min; inhibition, % at 10 µM; actives 0.2% (n = 330,000);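 active = inhibition of at least 40% at 10 µM in the primary screen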;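 note: plate controls were DMSO with enzyme for no effect and no enzyme wells for full effect; values of inactives mirror those of a sister screen read the other way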
# NALP3 yeast inh: NALP3 inflammasome inhibitors in reconstituted yeast, primary screen, luminescence, uHTS; Yeast reconstituted NLRP3/ASC/caspase-1, beta-gal luminescence, 24 h; inhibition, % at 10 µM; actives 0.39% (n = 330,000); AID 2825, 2010;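 active = inhibition of 50% or more; inactive = inhibition below 50%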;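 note: plate controls were induced DMSO wells for no effect and uninduced yeast grown without galactose for full effect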
# mIAP act: activators of mouse IAP, primary screen, biochemical, luminescence, uHTS; muIAP, CDP-Star luminescence, 30 min; hits give high values; 1 = vehicle-only enzyme signal, 0 = enzyme-free wells; intestinal alkaline phosphatase [Mus musculus]; AID 2805, 2010; actives 0.24% (n = 330,000); activation factor at 10 µM;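 active = activation factor of at least 2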; note: the source names both 10 and 20 µM as test concentration; values of inactives mirror those of a sister screen read the other way
#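 System: mouse IAP enzyme. Reagent: CDP-Star chemiluminescent phosphatase substrate. Benchmarks: DMSO wells, no-enzyme wells. Times: 30 min enzyme-substrate-compound incubation at room temperature. Detection: luminescence from enzymatic CDP-Star hydrolysis. Doses: test compounds delivered from DMSO solution.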
# hIAP act: human IAP activators, primary screen, biochemical, luminescence, uHTS; activation factor at 10 µM; Intestinal-type alkaline phosphatase (Homo sapiens), P09923; AID 2524, 2010; actives 0.16% (n = 330,000); purified human IAP, CDP-Star luminescence, 30 min; hits give high values; 1 = vehicle-only enzyme, 0 = enzyme-free background;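 active = activation factor of the enzyme at least 2-fold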; note: the source names both 10 and 20 µM as test concentration; values of inactives mirror those of a sister screen read the other way
# hIAP inh: human IAP inhibitors, primary screen, biochemical, luminescence, uHTS. AID 2544, 2010. inhibition, % at 10 µM. purified IAP, CDP-Star luminescence, 30 min. actives 0.12% (n = 330,000). Intestinal-type alkaline phosphatase (Homo sapiens), P09923;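 active = inhibition reaching a set limit with compound at 10 µM in the primary screen, cut at about 35% in these data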;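 note: plate controls were DMSO wells with enzyme for no effect and no-enzyme buffer wells for full effect; values of inactives mirror those of a sister screen read the other way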
# A3A deaminase: APOBEC3A ssDNA deaminase inhibitors, primary screen, selectivity assay for APOBEC3G inhibitor project, biochemical, FAM/TAMRA oligo cleavage fluorescence. DNA dC->dU-editing enzyme APOBEC-3A (Homo sapiens), P31941. inhibition, % at 20 µM. recombinant A3A, FAM/TAMRA ssDNA deamination fluorescence. actives 0.41% (n = 330,000);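 active = at least 40% inhibition at 20 µM here, with at most 30% in a related deaminase screen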;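 note: plate controls were A3A with DMSO for no effect and wells lacking A3A enzyme for full effect; some results filed as inactive read as strong as hits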
# Target sequence (P31941 whole entry, looked up): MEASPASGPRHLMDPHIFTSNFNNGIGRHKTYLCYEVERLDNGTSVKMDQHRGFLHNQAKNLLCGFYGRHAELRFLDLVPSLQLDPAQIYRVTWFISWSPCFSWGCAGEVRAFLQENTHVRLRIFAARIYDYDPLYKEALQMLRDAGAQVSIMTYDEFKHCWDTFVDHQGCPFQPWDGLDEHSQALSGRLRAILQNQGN
# SENP1 FRET inh: human SENP1 catalytic domain inhibitors, primary screen, biochemical, FRET, uHTS; Sentrin-specific protease 1 (Homo sapiens), Q9P0U3; recombinant SENP1 catalytic domain, CyPet-SUMO1-YPet FRET cleavage; inhibition, % at 10 µM; actives 0.21% (n = 360,000); AID 624204, 2012;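 active = inhibition at least 30% at 10 µM, raw YFP signal under a set limit, fluorescence ratio 0.5 to 1.5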;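 note: 0% = enzyme with DMSO and 100% = no enzyme wells; some results filed as inactive read as strong as hits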
# Target sequence (Q9P0U3 419-644 limits assumed): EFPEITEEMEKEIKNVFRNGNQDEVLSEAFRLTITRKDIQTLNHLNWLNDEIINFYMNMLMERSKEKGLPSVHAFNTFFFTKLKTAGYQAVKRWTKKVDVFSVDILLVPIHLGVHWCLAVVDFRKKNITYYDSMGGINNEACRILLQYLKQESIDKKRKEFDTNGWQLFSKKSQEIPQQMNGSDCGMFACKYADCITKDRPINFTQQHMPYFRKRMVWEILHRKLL
#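 Material: hSENP1 catalytic domain, recombinant; medium: Tris pH 8 with BME, BSA, NP40 and catalase; compound: single concentration of 10 µM compound, 0.5% DMSO final; technique: FRET read of cyan and yellow fluorescence; timing: 50 min enzyme reaction, room temperature, light-protected; reagent: SFCypet-SUMO1-SFYpet substrate at 25 nM; control set: no-enzyme low, enzyme-DMSO high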
# Active calls of the source: *; / = not tested or not shown; & = joins results of further samples.
SMILES,MIN6 prolif,APOBEC3G inh,mIAP block,NALP3 yeast inh,mIAP act,hIAP act,hIAP inh,A3A deaminase,SENP1 FRET inh
O=C(NNc1cccc(Cl)n1)Nc1ccccc1Cl,-3,-3,-4,10,1,1.2,-24,0,1
O=C(Cc1ccccc1)NCC(=O)N1CCC1,3,-5,-1,6,1,1.1,-10,-1,0
COc1ccccc1CC(=O)N1CCN(c2ccccc2)CC1,-1,-8,-7,21,1.1,1.3,-31,-7,-2
COc1ccc(Cl)cc1N1C(=O)C2CCCN2C1c1cccc(F)c1 (configuration not stated),-5,-5,9,10,0.91,0.87,13,-2,-1
CN(C)C(=O)c1cc(C(=O)c2ccccc2F)c[nH]1,-1,-8,6,3,0.94,1,-3,-6,1
O=C(NCC1CCCN(Cc2ccc3nonc3c2)C1)c1cccc(C(F)(F)F)c1 (configuration not stated),-3,1,-3,28,1,0.86,14,4,0
CCC1CCCCN1C(=O)c1cccc(S(=O)(=O)Nc2cc(C(F)(F)F)ccc2Cl)c1 (configuration not stated),-2,1,6,5,0.94,1.2,-15,3,0
O=C(COC(=O)CNC(=O)c1ccc(Cl)cc1Cl)Nc1cccc(S(=O)(=O)N2CCCC2)c1,0,0,5,12,0.95,0.97,3,-1,3
CC1(c2ccc(OC(F)F)cc2)NC(=O)N(CC(=O)NCCC2=CCCCC2)C1=O (configuration not stated),2,-9,-7,18,1.1,1.1,-7,14,-1
COc1cc(NC(=S)NC(=O)c2ccccc2C)ccc1NC(=O)c1cccs1,-4,-5,10,4,0.9,1.1,-9,-2,3
Cc1ccc(S(=O)(=O)N(C)CCCC(=O)Nc2ccccn2)cc1,-1,-8,-11,-6,1.1,0.97,3,-1,1
CCOC(=O)c1ccc(NC(=S)N(Cc2cccnc2)Cc2ccco2)cc1,0,-8,5,10,0.95,1.1,-5,0,1
CC12CCC(=O)N1C(C(=O)NNC(=O)c1cccc(Cl)c1)CS2 (configuration not stated),3,-13,-5,12,1.1,1.2,-18,-3,-1
Cn1cc(S(=O)(=O)N2CCN(c3ccccc3)CC2)c(=O)n(C)c1=O,-2,-7,-14,11,1.1,1.2,-20,0,0
O=C1CCCC(O)=C1N=Nc1ccc2c(c1)OCO2,3,0,10,0,0.9,0.91,9,4,27
CC(C)[C@H](NC(=O)c1ccccc1)C(=O)NC1CCCCCCC1,1,-8,-10,-8,1.1,1.3,-32,-2,-1
NCCC(=O)NC[C@H]1O[C@@H](n2cnc3c(N)ncnc32)[C@H](O)[C@@H]1O,/,4,-3,/,1,/,/,5,-1
COC(=O)C1=C(C)N(Cc2ccccc2)C(=NCc2cc(OC)c(OC)c(OC)c2)N[C@H]1c1ccc(Br)cc1,-6,18,-25,16,1.2,0.96,4,46*,-33
COc1ccc2nc(NC(=O)Cc3cccs3)sc2c1,-3,-1,-4,38,1,0.99,1,3,-16
Cc1[nH]c(C)c(S(=O)(=O)N2CCCCC2)c1C(=O)N1CCCCC1,-2,-8,-3,-6,1,0.99,1,-5,0
C[C@]12CC[C@@H]3c4ccc(OS(=O)(=O)O)cc4CC[C@H]3[C@@H]1CCC2=O,9&2,-3&0&-2,5&-13,-4&15,0.95&1.1,1&1.3,-2&-21,-2&-4&-1,-2&1
CCN(C1CCCCC1)S(=O)(=O)CCNC(=O)c1ccc2c(c1)OCO2,-1,5,-1,-11,1,1,-1,2,3
O=C(O)C1CCCN1S(=O)(=O)c1ccc(Br)cc1 (configuration not stated),1,-7,-4,8,1,1,-4,-6,-1
CCOc1ccc(CCNC(=O)c2ccc(NC3=NC4CS(=O)(=O)CC4S3)cc2)cc1 (configuration not stated),-2,-7,8,3,0.92,0.77,23,-5,-1
CCC1CCc2c(sc(NC(=O)C3CC=CCC3C(=O)O)c2C#N)C1 (configuration not stated),-4,-1,8,12,0.92,0.94,6,9,0
SMILES,MIN6 prolif,APOBEC3G inh,mIAP block,NALP3 yeast inh,mIAP act,hIAP act,hIAP inh,A3A deaminase,SENP1 FRET inh
COc1cc(OC)c(CN2CCCCCCC2)cc1Br,2,-1,4,15,0.96,1,-1,1,2
CCCC(=O)c1c[nH]c(C(=O)NCc2cccnc2)c1,1,-6,-1,5,1,1.1,-5,0,2
COc1ccc(-n2c(=O)c(CCC(=O)N3CCN(c4ccccc4O)CC3)nc3ccccc32)cc1,-3,-5,7,17,0.93,0.98,2,-1,-1
CCCC(=O)Nc1ccc(S(=O)(=O)Nc2nccs2)cc1,-3,1,3,3,0.97,1.2,-23,1,3
COc1ccccc1-n1cc(C(=O)NCC(=O)NCc2ccc(F)cc2)c2ccccc2c1=O,0,-14,-2,1,1,1.1,-5,-6,3
N/C(=N\OC(=O)CC1CCCCC1)c1cccc([N+](=O)[O-])c1,-4,-4,4,6,0.96,1.1,-14,-3,1
O=C(c1ccco1)N1CCCN(Cc2nc(Cc3ccccc3)no2)CC1,0,-1,1,4,0.99,1.2,-22,4,-1
COc1ccc(S(=O)(=O)N2CCN(C(=O)CSC(=S)N3CCCC3)CC2)cc1,0,-9,5,14,0.95,1.1,-6,-7,1
CCCC(c1nnnn1Cc1ccco1)N1CCN(c2cc(Cl)ccc2C)CC1 (configuration not stated),-4,-5,7,-8,0.93,1,0,-2,0
CN(C)C(=O)c1nc2ccc(Cl)cn2c1CNCc1cccc(OC(F)(F)F)c1,3,-7,6,19,0.94,0.98,2,-1,-4
CCCc1cc(=O)[nH]c(SCC(=O)N2CCCCCC2)n1,-2,-1,3,2,0.97,0.94,6,0,1
CN1N=C(C(=O)N2CCCC(N3CCN(c4ccc(F)cc4)CC3)C2)CCC1=O (configuration not stated),-1,-3,2,12,0.98,1.1,-7,-2,0
O=C(CN1C(=O)c2ccccc2C1=O)Nc1ccccc1C(F)(F)F,-3,-1,1,6,0.99,1.1,-5,2,0
CC(NC(=O)CN1CCN(CC(=O)Nc2ccccc2Cl)CC1)c1ccc(Br)cc1 (configuration not stated),-2,-8,-7,17,1.1,0.89,11,-4,2
Cc1c(NC(=O)CN2C(=O)C(=O)N(Cc3ccccc3)C2=O)c(=O)n(-c2ccccc2)n1C,-2,-8,-13,6,1.1,0.92,8,-4,1
Cc1ccc(-c2nc3ncccc3o2)cc1NC(=O)c1ccccc1,0,-3,-3,10,1,1.1,-10,-4,0
CC(=N\O)/C(CN(C)C)=N/O,0,3,-8,-3,1.1,1.1,-6,1,1
Cc1c([N+](=O)[O-])c2ccc(O)cc2n1-c1ccccc1,15*,-2,9,9,0.91,0.83,17,-2,-1
CCc1c(O)nc(N2CCN(Cc3ccccc3)CC2)[nH]c1=O,-1,-5,-1,7,1,0.95,4,-6,1
CC(C)Nc1nc(Oc2ccc(=O)n(-c3ccccc3)n2)nc(N(C)C)n1,-1,-10,4,4,0.95,0.99,1,0,0
COc1cc(C(=O)NC(c2ccccc2)c2ccccc2)cc(OC)c1C,-1,-3,-5,23,1.1,1.1,-7,0,0
Cn1c(Oc2ccc(Cl)cc2)c(C=O)c2ccccc21,0,-1,-5,9,1.1,0.99,1,2,1
Cc1c(C(=O)Nc2cccnc2Cl)oc2ccccc12,-3,1,3,15,0.97,1.1,-7,2,-2
CC(=O)Oc1ccccc1/C=C1\CCOC1=O,-2,-4,-7,12,1.1,0.92,8,-1,9
COc1ccc(C(C)=O)cc1COC(=O)CNC(=O)c1cc(C)cc(C)c1,4,-8,-1,-1,1,0.86,14,-4,2
SMILES,MIN6 prolif,APOBEC3G inh,mIAP block,NALP3 yeast inh,mIAP act,hIAP act,hIAP inh,A3A deaminase,SENP1 FRET inh
O=C(N/N=C/c1cc2c(cc1Cl)OCO2)c1cc(-c2ccccc2)n[nH]1,-1,-3,8,18,0.92,1.6,-60,-1,0
O=C(Cn1c(=O)oc2cc(S(=O)(=O)NCc3ccccc3)ccc21)NCc1ccco1,-2,-6,-5,13,1,0.94,6,-3,-2
O=C(CC1C(=O)NCCN1C(=S)Nc1ccccc1)Nc1ccc2c(c1)OCCO2 (configuration not stated),1,-4,6,2,0.94,0.88,12,2,1
COc1ccc(CCNC(=O)CCNC(=O)c2ccco2)cc1OC,1,-5,-2,14,1,1.1,-9,-1,2
Cc1ccc(C)c(-c2nnc(NC(=O)CS(=O)(=O)c3ccccc3)o2)c1,-2,6,-10,15,1.1,0.94,6,2,1
CCOc1ccc(/C=N/N2C(=O)C(CC(=O)Nc3ccc(F)cc3F)SC2=NC)cc1OC (configuration not stated),0,-7,7,6,0.93,0.98,2,-6,3
O=C(NCc1ccco1)/C(=C/c1cccnc1)NC(=O)c1ccco1,1,1,-2,3,1,1.1,-8,2,-6
O=C(NCC1CCCO1)C1CCN(C2CCN(C(=O)Cc3ccsc3)CC2)CC1 (configuration not stated),2,-6,1,-2,0.99,0.94,6,1,-23
Cc1nc(N2CCOCC2)nc(OCCN(C)C)c1[N+](=O)[O-],2,2,-1,2,1,0.94,6,2,1
CN(C)S(=O)(=O)N(CC(=O)N1CCN(c2ccccc2F)CC1)c1ccccc1,1,-2,4,9,0.96,1.1,-8,27,-1
O=C(Nc1cc(S(=O)(=O)Nc2ccc(Cl)cc2)ccc1O)c1ccc(F)cc1F,-4,-4,4,18,0.96,1,-1,-6,2
CC[C@]1(c2ccccc2OC)C(=O)N(C(=O)OC)N1C(=O)OC,-4,-11,1,-2,0.99,0.92,8,-2,2
O=C(CCN1C(=O)c2cccc3cccc(c23)C1=O)Nc1ccccc1,-1,-5,-10,-15,1.1,1.1,-14,-3,0
O=C(Nc1cccc(S(=O)(=O)NCc2ccco2)c1)c1ccc(Cl)cc1,-6,-8,-13,1,1.1,1.1,-7,-4,-1
COc1ccc(-c2csc(NC(=O)C3CC(=O)N(c4ccc5c(c4)OCCO5)C3)n2)cc1 (configuration not stated),0,3,-3,14,1,0.98,2,11,-3
CC1=CC(C)(C)n2c(O)c(N=N)c3c(C)c(C)cc1c32,-3,-3,12,15,0.88,0.86,14,-2,2
C=CCc1cccc(CNc2c(C)n(C)n(-c3ccccc3)c2=O)c1O,2,-4,11,-2,0.89,1,-2,1,1
CC[C@]12c3[nH]c4ccccc4c3CCN1C(=O)C(CC(=O)NCc1ccco1)C[C@@H]2C(=O)N1CCN(C(=O)C2CC2)CC1 (some centres not stated),-4,0,-3,9,1,1,-4,1,2

# Only part of the results is shown. The share of hits here may be higher or lower than overall.
